CTSL1 counter = Fasciola hepatica cathepsin L1 inhibitors, primary screen, counter-screen for PFM18AAP inhibitor project, biochemical, QFRET, fluorogenic peptide substrate. recombinant F. hepatica cathepsin L1, Z-Leu-Arg-MCA fluorescence. inhibition, % at 5.96 µM. 300,000 compounds, 0.49% hits. AID 1906, 2009;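 active = inhibition above the mean of all tested compounds plus 3 SD, set per screening campaign, cut at about 17% in these data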;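 also: 0% = plate median of test compound wells and 100% = 1 µM Z-Phe-Ala-diazomethylketone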
PP1 counter = PP1-alpha phosphatase inhibitors, primary screen, counter-screen for PP5 inhibitor project, biochemical, fluorescence, OMFP substrate, single point | inhibition, % at 6.7 µM | 320,000 compounds, 0.9% hits | purified PP1alpha | AID 2235, 2010;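 active = inhibition above the mean inhibition of all tested compounds plus 3 SD, computed separately for each screening campaign, cut at about 15% in these data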
Target sequence (P62136 whole entry, looked up): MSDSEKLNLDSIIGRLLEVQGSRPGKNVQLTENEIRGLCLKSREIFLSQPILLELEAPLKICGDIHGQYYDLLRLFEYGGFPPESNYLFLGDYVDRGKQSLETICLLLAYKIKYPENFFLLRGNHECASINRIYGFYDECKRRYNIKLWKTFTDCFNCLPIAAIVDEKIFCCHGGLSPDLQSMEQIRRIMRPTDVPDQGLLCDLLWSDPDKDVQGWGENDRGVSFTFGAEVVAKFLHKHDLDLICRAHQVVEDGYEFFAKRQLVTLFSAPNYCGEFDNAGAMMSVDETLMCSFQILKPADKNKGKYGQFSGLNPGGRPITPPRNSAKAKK
core dimer inh = inhibitors of HCV core protein dimerization, primary screen, biochemical, TR-FRET, high-throughput | TR-FRET GST/Flag-core106 dimerization, 1536-well | inhibition, % at 5 µM | 300,000 compounds, 0.33% hits;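 active = inhibition above the mean of all tested compounds plus 3 SD, set per screening campaign, cut at about 45% in these data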
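Material: GST/Flag-tagged HCV core106 proteins. Incubation: 4 h, 22.5 °C incubation. Read-out basis: inhibition (%) from 671 over 617 nm ratio. Measured by: TR-FRET, excitation 340 nm, emission 617 and 671 nm.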
proCasp7 act = procaspase-7 activators, primary screen, counter-screen for procaspase-3 activator project, biochemical, absorbance, HTS, human | Caspase-7 (Homo sapiens), P55210 | recombinant procaspase-7, Ac-DEVD-pNA absorbance 405 nm; D23A/D198A/D206A triple mutant, cannot self-cleave; scale: DMSO 0, 5 µM enzyme 100 | activation, % at 8.5 µM | 330,000 compounds, 0.093% hits;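 active = percent activation above the screen-wide mean plus 3 SD, cut at about 25% in these data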
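Assay system – Uncleavable procaspase-7 mutant enzyme · Quantity – 2 µM procaspase-7 mutant as dispensed · Times – 1 h preincubation, 2 h reaction · Dosing – single nominal 8.5 µM compound dose, 0.8% DMSO final · Buffer or medium – Zinc-free 50 mM HEPES buffer, pH 7.4, with NaCl and Triton X-100 · Detection – Epi-absorbance of released pNA at 405 nm, two timepoints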
TPT1 inh = Candida albicans TPT1 enzyme inhibitors, primary screen, biochemical, fluorescence polarization; inhibition, % at 5 µM; tRNA 2'-phosphotransferase TPT1 (Candida albicans SC5314); recombinant caTPT1, FP RNA substrate dephosphorylation; 300,000 compounds, 0.81% hits;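 active = inhibition above the mean of all tested compounds plus 3 SD, set per screening campaign, cut at about 24% in these data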;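 also: plate controls were DMSO alone for no effect and ferristatin control at 100 nM for full effect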
Efflux pump inh = inhibitors of Candida efflux pumps in yeast, primary screen, S. cerevisiae, Nile Red, multiplex; 330,000 compounds, 0.44% hits; S. cerevisiae Candida pump triplex; inhibition, % at 10 µM;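 active = plate passing quality check with inhibition over a set limit, or well fluorescence over plate mean plus 4 SD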;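 also: Nile Red retained in pooled yeast measured as flow cytometry median fluorescence; 0% = buffer negative control and 100% = Enniatin B positive control; higher means more Nile Red kept so more efflux inhibition; some compounds called inactive have numbers as strong as hits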
PP5 inh = PP5 phosphatase inhibitors, primary screen, biochemical, fluorescence; purified PP5c, OMFP substrate fluorescence; Serine/threonine-protein phosphatase 5 (Homo sapiens), P53041; 320,000 compounds, 0.18% hits; inhibition, % at 6.7 µM; AID 1987, 2009;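 active = inhibition above the campaign's mean inhibition across all tested compounds plus 3 SD, cut at about 9.5% in these data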;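 also: 0% = DMSO only and 100% = 100 µM cantharidin control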
Target sequence (P53041 whole entry, looked up): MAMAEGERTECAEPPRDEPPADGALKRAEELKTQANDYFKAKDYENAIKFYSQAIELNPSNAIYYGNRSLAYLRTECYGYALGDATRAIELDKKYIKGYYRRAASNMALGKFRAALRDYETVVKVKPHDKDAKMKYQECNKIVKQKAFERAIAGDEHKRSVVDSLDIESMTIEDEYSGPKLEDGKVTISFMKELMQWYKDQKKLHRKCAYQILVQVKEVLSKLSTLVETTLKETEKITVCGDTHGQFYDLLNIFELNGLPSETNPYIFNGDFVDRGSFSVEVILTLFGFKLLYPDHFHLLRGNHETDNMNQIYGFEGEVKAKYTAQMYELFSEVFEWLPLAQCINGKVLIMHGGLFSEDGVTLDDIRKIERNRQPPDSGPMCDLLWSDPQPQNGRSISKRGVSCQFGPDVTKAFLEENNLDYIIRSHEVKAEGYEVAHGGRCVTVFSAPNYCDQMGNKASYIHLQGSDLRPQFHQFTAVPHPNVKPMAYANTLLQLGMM
procasp3 activ = activators of human procaspase-3 D3A mutant, primary screen, biochemical, absorbance, PC-3 D3A mutant, single concentration | 330,000 compounds, 0.11% hits | Caspase-3 (Homo sapiens), P42574 | activation, % at 8.5 µM | AID 463141, 2010 | recombinant procaspase-3 D3A, Ac-DEVD-pNA absorbance 405 nm;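 active = activation above the mean of all tested compounds plus 3 SD, cut at about 21% in these data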;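 also: 0% = DMSO alone and 100% = DMSO wells spiked with extra 5 µM PC-3 D3A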
Target sequence (P42574 whole entry D9A/D28A/D175A): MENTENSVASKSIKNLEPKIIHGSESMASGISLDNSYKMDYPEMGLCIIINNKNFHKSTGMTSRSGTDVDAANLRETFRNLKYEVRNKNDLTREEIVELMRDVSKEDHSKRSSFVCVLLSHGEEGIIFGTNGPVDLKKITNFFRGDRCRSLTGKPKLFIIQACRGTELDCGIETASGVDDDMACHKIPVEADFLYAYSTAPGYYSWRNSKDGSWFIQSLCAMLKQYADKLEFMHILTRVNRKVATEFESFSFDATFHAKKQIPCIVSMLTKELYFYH
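Test system: Procaspase-3 D3A mutant; medium: Zinc-free HEPES/NaCl buffer with 0.01% Triton X-100 at pH 7.4; reagent: DEVD-pNA substrate; doses: one concentration, 8.5 µM nominal, 0.8% DMSO; times: 1 h preincubation plus 2 h reaction at 25 °C; signal: Epi-absorbance at 405 nm of released p-nitroaniline, 0 and 120 min; replicates: singlicate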
GASC-1 inh = inhibitors of GASC-1 histone demethylase, primary screen, biochemical, fluorescence, DELFIA europium. inhibition, % at 2.35 µM. 330,000 compounds, 0.069% hits. AID 2099, 2009. Lysine-specific demethylase 4C (Homo sapiens), Q9H3R0. GST-JMJD2C(1-420) H3K9me3 demethylation;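 active = more than half of a compound's replicate wells show inhibition beyond 50%, single wells judged on their own value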;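 also: signal counts dimethyl H3K9 product captured on neutravidin plate; 0% = median of DMSO wells and 100% = 0.3 times that DMSO median; strong numbers were not always called active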
* = called active by the depositor.

For COC(=O)CC1SC(=O)NC1=Nc1ccccc1 (configuration not stated) the results were CTSL1 counter -1.7, PP1 counter -4.6, core dimer inh -0.6, proCasp7 act 7.5, TPT1 inh -3.3, Efflux pump inh 0.0, PP5 inh 0.7, procasp3 activ 4.1 and GASC-1 inh -1.0.
`COc1ccc(/C(N)=N/OC(=O)c2cccc([N+](=O)[O-])c2)cc1` gave CTSL1 counter 2.4, PP1 counter -1.8, core dimer inh 3.0, proCasp7 act 11.1, TPT1 inh 0.8, Efflux pump inh 0.0, PP5 inh -0.3, procasp3 activ 1.2 and GASC-1 inh -10.3.
CCOC(=O)COc1coc(CN2CCN(c3cccc(Cl)c3)CC2)cc1=O was read as CTSL1 counter 3.9, PP1 counter -2.0, core dimer inh 2.2, proCasp7 act 9.8, TPT1 inh -1.0, Efflux pump inh 0.4, PP5 inh 0.9, procasp3 activ -3.9 and GASC-1 inh 8.2.
`OCC(O)CNC(=S)NC1CCCCC1` (configuration not stated) gave CTSL1 counter -2.7, PP1 counter 0.7, core dimer inh -2.6, proCasp7 act -7.3, TPT1 inh 1.4, Efflux pump inh -0.1, PP5 inh -1.0, procasp3 activ -4.7 and GASC-1 inh 3.8.
Screening COC(=O)CSc1nc(C2CC2)nc2ccccc12 returned CTSL1 counter 1.6, PP1 counter 1.5, core dimer inh -1.9, proCasp7 act -0.4, TPT1 inh -2.9, Efflux pump inh 0.1, PP5 inh -0.8, procasp3 activ -1.4 and GASC-1 inh -0.9.
`COC(=O)CNC(=O)CN1C(=O)NC2(CCCc3ccccc32)C1=O` (configuration not stated) gave CTSL1 counter -3.8, PP1 counter -1.4, core dimer inh 8.9, proCasp7 act 7.9, TPT1 inh 0.3, Efflux pump inh -0.1, PP5 inh 0.3, procasp3 activ -0.8 and GASC-1 inh -4.7.
Cc1c(NC(=O)CN2CCN(C(=O)c3ccco3)CC2)c(=O)n(-c2ccccc2)n1C was read as CTSL1 counter 0.6, PP1 counter -0.1, core dimer inh 0.3, proCasp7 act -3.1, TPT1 inh 0.6, Efflux pump inh -0.1, PP5 inh 1.0, procasp3 activ -0.9 and GASC-1 inh -4.9.
O=C(NNC(=S)Nc1ccc(Cl)c(Cl)c1)c1cccc([N+](=O)[O-])c1 was read as CTSL1 counter 0.3, PP1 counter 7.0, core dimer inh 3.2, proCasp7 act -10.0, TPT1 inh -4.0, Efflux pump inh 0.0, PP5 inh 2.5, procasp3 activ 3.2 and GASC-1 inh -8.9.
COc1cc(/C=C/C(=O)N2CCCc3ccccc32)cc(OC)c1OC was read as CTSL1 counter 4.2, PP1 counter 0.8, core dimer inh -2.1, proCasp7 act 2.4, TPT1 inh -2.2, Efflux pump inh -0.2, PP5 inh 3.6, procasp3 activ -5.8 and GASC-1 inh 5.6.
For Cc1cccc(NC(=O)c2cc(N3CCOCC3)nc3ccccc23)c1 the results were CTSL1 counter 1.2, PP1 counter -1.7, core dimer inh -0.8, proCasp7 act 7.1, TPT1 inh -5.3, Efflux pump inh 0.0, PP5 inh 1.5, procasp3 activ 2.1 and GASC-1 inh 6.1.
`COc1ccc(NC(=O)COc2cccc(-n3cnnn3)c2)cc1` gave CTSL1 counter -2.2, PP1 counter -1.8, core dimer inh 10.7, proCasp7 act -6.9, TPT1 inh -0.4, Efflux pump inh -0.1, PP5 inh -2.1, procasp3 activ 3.8 and GASC-1 inh 1.4.
`Cn1c(N)c(Sc2ccccc2[N+](=O)[O-])c(=O)n(C)c1=O` gave CTSL1 counter -1.9, PP1 counter -2.4, core dimer inh 1.7, proCasp7 act 3.3, TPT1 inh -3.1, Efflux pump inh 0.5, PP5 inh 0.8, procasp3 activ 1.0 and GASC-1 inh 21.3.
`Cc1ccc2c(c1)N=C(c1ccccc1)CC(C(Cl)Cl)=N2` gave CTSL1 counter 5.9, PP1 counter 3.1, core dimer inh 8.5, proCasp7 act -36.9, TPT1 inh 12.6, Efflux pump inh 0.1, PP5 inh 2.4, procasp3 activ -16.9 and GASC-1 inh -25.9.
O=C(Cc1ccccc1)N1CCC(O)(c2cccnc2)CC1 was read as CTSL1 counter 1.0, PP1 counter -3.9, core dimer inh -0.3, proCasp7 act 1.6, TPT1 inh 1.6, Efflux pump inh 0.1, PP5 inh -0.4, procasp3 activ 1.6 and GASC-1 inh 11.8.
CCN(CC)S(=O)(=O)c1ccc(N(C)Cc2cccc(OC)c2OC)nc1 was read as CTSL1 counter -5.3, PP1 counter -2.8, core dimer inh -0.5, proCasp7 act 4.0, TPT1 inh -1.6, Efflux pump inh 0.0, PP5 inh 2.3, procasp3 activ 2.7 and GASC-1 inh 1.5.
For O=C(Cc1nc2ccccc2[nH]c1=O)c1ccc(Cl)cc1 the results were CTSL1 counter -0.1, PP1 counter 9.9, core dimer inh -3.6, proCasp7 act 4.7, TPT1 inh 52.4*, Efflux pump inh 0.1, PP5 inh -1.5, procasp3 activ -0.6 and GASC-1 inh 1.3.
For O=C(NCc1ccc2c(c1)OCO2)c1ccc(Br)s1 the results were CTSL1 counter -5.9, PP1 counter -2.1, core dimer inh -0.4, proCasp7 act -1.6, TPT1 inh -1.7, Efflux pump inh 0.1, PP5 inh 2.9, procasp3 activ 6.6 and GASC-1 inh -2.4.
Screening COc1ccc(N2CC(C(=O)Nc3cc(C)on3)CC2=O)cc1 (configuration not stated) returned CTSL1 counter 1.4, PP1 counter -0.9, core dimer inh -1.9, proCasp7 act 7.0, TPT1 inh 0.0, Efflux pump inh 0.0, PP5 inh -2.5, procasp3 activ -1.7 and GASC-1 inh 3.5.
For COc1ccc(CCN(C)C(=S)NC(=O)c2ccc(F)cc2Cl)cc1OC the results were CTSL1 counter -1.2, PP1 counter -3.0, core dimer inh 6.8, proCasp7 act 4.5, TPT1 inh 0.3, Efflux pump inh 0.1, PP5 inh 0.9, procasp3 activ -10.4 and GASC-1 inh -0.4.
`O=C(c1ccccc1)N1CCN(C2CCCCC2)CC1` gave CTSL1 counter -3.5, PP1 counter -0.2, core dimer inh -7.1, proCasp7 act 12.4, TPT1 inh -3.1, Efflux pump inh 0.1, PP5 inh 2.4, procasp3 activ -6.5 and GASC-1 inh -5.6.
Screening CCn1cc(CN2CCC(C(=O)Nc3cccc(-c4cccc(Cl)c4)c3)CC2)cn1 returned CTSL1 counter 6.0, PP1 counter -2.0, core dimer inh -10.4, proCasp7 act -11.7, TPT1 inh -1.7, Efflux pump inh 0.0, PP5 inh -1.1, procasp3 activ -6.8 and GASC-1 inh 15.2.
NS(=O)(=O)c1ccc(NC(=O)c2c(F)cccc2Cl)cc1 was read as CTSL1 counter 4.9, PP1 counter -4.3, core dimer inh 1.6, proCasp7 act 8.3, TPT1 inh 3.7, Efflux pump inh 0.2, PP5 inh 0.1, procasp3 activ -2.8 and GASC-1 inh -1.9.
For Cn1cccc1C(=O)NC(=O)COC(=O)c1ccc(S(C)(=O)=O)c([N+](=O)[O-])c1 the results were proCasp7 act -4.2, Efflux pump inh 0.2, procasp3 activ 6.0 and GASC-1 inh -8.1.
CC1CCCN(C2=C(NS(=O)(=O)c3ccc(Br)cc3)C(=O)c3ccccc3C2=O)C1 (configuration not stated) was read as CTSL1 counter 0.6, PP1 counter -0.1, core dimer inh -3.0, proCasp7 act 0.5, TPT1 inh -0.9, Efflux pump inh 0.1, PP5 inh 2.5, procasp3 activ 0.0 and GASC-1 inh -0.6.
Screening COc1ccc(N=Nc2nc3cc(Br)c(Br)cc3n2C)c(OC)c1 returned CTSL1 counter 7.4, PP1 counter -4.5, core dimer inh -0.9, proCasp7 act -5.5, TPT1 inh -95.3, Efflux pump inh -0.4, PP5 inh 0.1, procasp3 activ -3.1 and GASC-1 inh 4.4.
For Cc1ccc(C)c(NC(CC(=O)c2ccccc2)C(=O)OCC(=O)c2cccs2)c1 (configuration not stated) the results were CTSL1 counter -0.6, PP1 counter 2.5, core dimer inh 6.3, proCasp7 act -2.1, TPT1 inh 0.4, Efflux pump inh 0.1, PP5 inh 3.0, procasp3 activ -18.3 and GASC-1 inh 2.9.
For Cc1cnc(NC(=O)c2ccc(F)c(S(=O)(=O)N3CCOCC3)c2)s1 the results were PP1 counter -1.8, proCasp7 act 1.5, Efflux pump inh 0.1, PP5 inh 2.3, procasp3 activ 5.1 and GASC-1 inh -8.9.
Cc1ccc(SCC(=O)OCC(=O)Nc2ccc3[nH]c(=O)[nH]c3c2)cc1C was read as CTSL1 counter 0.4, PP1 counter -7.0, core dimer inh 5.0, proCasp7 act -0.6, TPT1 inh -1.6, Efflux pump inh -0.1, PP5 inh -1.8, procasp3 activ -8.3 and GASC-1 inh 3.0.
For COC(=O)c1c(C)cc(O)c(C=O)c1O the results were CTSL1 counter -0.6, PP1 counter -3.3, core dimer inh 5.4, proCasp7 act -14.9, TPT1 inh 1.4, Efflux pump inh -0.1, PP5 inh 4.7 and procasp3 activ 4.6.
For NC(=O)c1ccc(/C=N/O)nc1 the results were CTSL1 counter -0.9, PP1 counter -3.9, core dimer inh -2.5, proCasp7 act -2.1, TPT1 inh 0.7, Efflux pump inh 0.2, PP5 inh -0.1, procasp3 activ -0.3 and GASC-1 inh 11.3.
Screening C#CCOCCOCCOCCNc1nc(N2CCN(C(=O)[C@H]([C@@H](C)CC)n3cc([C@@H](N)CC(C)C)nn3)CC2)nc(N2CCN(C(=O)[C@H](CCCCN)n3cc([C@@H](N)CO)nn3)CC2)n1 returned CTSL1 counter -0.4, PP1 counter 2.5, core dimer inh -15.4, proCasp7 act 0.8, TPT1 inh -0.8, Efflux pump inh -0.1, PP5 inh 2.2, procasp3 activ -1.4 and GASC-1 inh -11.6.
Screening CCn1c(C)c(C(C)=O)c(N2CCN(c3cccc(Cl)c3)CC2)nc1=S returned CTSL1 counter 0.6, PP1 counter -3.1, core dimer inh 3.0, proCasp7 act -4.8, TPT1 inh -0.8, Efflux pump inh 0.0, PP5 inh 2.1, procasp3 activ 7.4 and GASC-1 inh -2.0.
For O=C(CN1CCCCCC1)N/N=C/c1cccc(Cl)c1Cl the results were CTSL1 counter 4.7, PP1 counter 12.0, core dimer inh -12.6, proCasp7 act -7.5, TPT1 inh -2.3, Efflux pump inh -0.3, PP5 inh 4.2, procasp3 activ -7.1 and GASC-1 inh 9.6.

Assay outcomes deposited in PubChem by several laboratories.
